5HT1E ag: 5-HT1E (human) receptor agonism. P28566. CHO 5-HT1E Ga15 NFAT-bla reporter, FRET; 0% DMSO wells, 100% control agonist wells. activation, % at 6 µM. 65,000 compounds, 0.69% hits. AID 574;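 active means activation above a set limit, the screen-wide mean activation plus 3 SD, cut at about 8.5% in these data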;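 further: 100% = positive control agonist at 1 µM giving full maximal response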
S1P3 agonist: agonists of human S1P3 receptor. 60,000 compounds, 0.1% hits. S1P3 NFAT-BLA reporter cells, agonism, FRET ratio; relative to 1 µM S1P, basal subtracted. AID 373. Q99500. activation, % at 4.5 µM;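 active means activation above the screen-wide mean plus 3 SD, cut at about 4.5% in these data, passing the limit was not always enough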; further: some compounds called inactive have numbers as strong as hits
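Assay system: CHO cells stably expressing human S1P3, Gα16 and NFAT-β-lactamase reporter. Timing: overnight plating, 4 h compound 37 °C, 2 h substrate RT. Signal: β-lactamase FRET emission ratio 460/535 nm. Measure: percent activation versus median 1 µM S1P response, basal-subtracted, per plate. Repeats: primary screen single test, confirmation screen in triplicate.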
D1 mod: allosterically modulates the human D1 dopamine receptor. HEK293 D1, CRE-luciferase, dopamine EC30 potentiation; actives deviate in either direction. B-score at 10 µM. 58,000 compounds, 5.9% hits. AID 641;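 active means luminescence count or its row- and column-corrected plate score outside the 99.7% band of the plate's sample wells, on either side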
HTR1E antagonist: blocks the human 5-HT1E serotonin receptor. inhibition, % at 6 µM. 65,000 compounds, 0.99% hits. CHO 5-HT1E Ga15 NFAT-bla reporter, FRET, antagonist;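 active means inhibition above a set limit, the mean inhibition across every tested compound plus 3 SD, cut at about 29% in these data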;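 further: signal is the 460 over 535 nm emission ratio of beta-lactamase substrate; 0% = agonist plus DMSO wells and 100% = wells without agonist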
HTR1A agonist: agonists of human 5-HT1a serotonin receptor; P08908; CHO 5-HT1a Ga15 NFAT-bla reporter, FRET ratio; 0% basal, 100% maximal reference agonist; activation, % at 10 µM; 65,000 compounds, 0.56% hits; AID 567;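 active means activation above the screen-wide mean activation plus 3 SD, cut at about 19% in these data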;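 further: 0% = DMSO wells and 100% = 5-CT at EC100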
Target sequence (P08908 whole entry, looked up): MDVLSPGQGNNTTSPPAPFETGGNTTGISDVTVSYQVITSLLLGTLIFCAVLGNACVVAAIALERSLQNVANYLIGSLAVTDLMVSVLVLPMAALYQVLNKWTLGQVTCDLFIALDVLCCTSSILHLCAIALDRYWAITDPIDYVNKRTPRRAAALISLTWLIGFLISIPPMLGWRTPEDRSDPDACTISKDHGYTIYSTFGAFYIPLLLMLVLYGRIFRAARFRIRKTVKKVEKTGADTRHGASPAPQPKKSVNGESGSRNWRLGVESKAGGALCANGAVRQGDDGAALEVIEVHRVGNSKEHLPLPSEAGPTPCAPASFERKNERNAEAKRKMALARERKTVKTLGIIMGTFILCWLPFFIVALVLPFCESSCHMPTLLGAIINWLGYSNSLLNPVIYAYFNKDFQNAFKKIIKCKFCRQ
S1P1 ag-PAM: activates or potentiates agonism at human S1P1 receptor | S1P1 CRE-bla cells, forskolin, beta-lactamase FRET, potentiator mode; S1P1 agonist co-added at EC20, 2 nM; 100% = saturating reference agonist, 0% = basal | activation, % at 9.5 µM | 56,000 compounds, 0.57% hits | AID 449;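 active means activation above a cutoff set at the mean activation of all tested compounds plus 3 SD, cut at about 54% in these data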;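 further: forskolin at 4 µM as EC80 and the EC20 agonist is SEW2871; 100% = SEW2871 at its EC100 plus forskolin at EC80; some compounds past the cut are filed as inactive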
Target sequence (P21453 whole entry, looked up): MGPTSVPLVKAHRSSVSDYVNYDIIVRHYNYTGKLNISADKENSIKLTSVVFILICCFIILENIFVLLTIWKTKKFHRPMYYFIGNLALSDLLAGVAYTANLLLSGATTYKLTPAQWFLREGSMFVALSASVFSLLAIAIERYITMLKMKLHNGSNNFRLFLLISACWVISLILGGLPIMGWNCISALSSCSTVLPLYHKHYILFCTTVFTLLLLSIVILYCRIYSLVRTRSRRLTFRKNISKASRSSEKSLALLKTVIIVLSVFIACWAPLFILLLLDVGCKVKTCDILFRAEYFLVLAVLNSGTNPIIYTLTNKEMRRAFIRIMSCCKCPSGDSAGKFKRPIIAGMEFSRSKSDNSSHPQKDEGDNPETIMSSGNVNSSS
5HT1a antag: 5-HT1a (human) receptor antagonism | P08908 | CHO 5-HT1a Ga15 NFAT-bla reporter, antagonist mode | inhibition, % at 10 µM | 62,000 compounds, 0.68% hits | AID 612;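 active means inhibition above the mean of all tested compounds plus 3 SD, cut at about 43% in these data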;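 further: receptor stimulated by 5-CT agonist at 100 nM near EC80; beta-lactamase reporter measured by ratiometric fluorescence of a cleavable substrate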
HEK293 NFkB inh: lowers PMA/ionomycin-induced NF-kB signal in HEK293 cells; HEK-293 NF-kB luciferase reporter, luminescence; inhibition, % at 3 µM; 62,000 compounds, 0.21% hits;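 active means inhibition above the mean of all tested compounds plus 3 SD, cut at about 40% in these data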;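 further: 0% = stimulated DMSO wells and 100% = 10 µM reference inhibitor 5653914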
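System – HEK-293 cells with stable firefly luciferase reporter driven by four HIV NF-kB elements · Doses – one dose, 3 µM · Schedule – 1 h compound pre-incubation, 16 h PMA/ionomycin at 37 °C · Technique – luminescence from luciferase substrate reagent · Measure – percent inhibition normalized per plate to DMSO and reference-inhibitor controls · Replicates – tested once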
Jurkat tox 60K: cytotoxic compounds reducing Jurkat cell viability; inhibition, % at 4 µM; Jurkat E6.1 viability, ATP luminescence, 48 h; AID 463; 56,000 compounds, 1.2% hits;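 active means inhibition above the mean inhibition of all tested compounds plus 3 SD, cut at about 28% in these data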
Active calls of the source: *; . = not tested or not shown.

SMILES | 5HT1E ag | S1P3 agonist | D1 mod | HTR1E antagonist | HTR1A agonist | S1P1 ag-PAM | 5HT1a antag | HEK293 NFkB inh | Jurkat tox 60K
CC(C)C(c1nnnn1Cc1ccccc1)N(CCCO)Cc1cc2cc3c(cc2[nH]c1=O)OCO3 (stereo not drawn) | -1.1 | -0.8 | 0.93 | -4 | 0.9 | -9 | 1 | 7 | 8
Cc1c(NC(=O)c2ccc(N3C(=O)C4C5C=CC(C5)C4C3=O)cc2)c(=O)n(-c2ccccc2)n1C (stereo not drawn) | -0.2 | -0.7 | 0.017 | -4 | -2.7 | -12 | 3 | 7 | -6
COCCCNC(=O)c1ccc(NS(C)(=O)=O)cc1 | 0.5 | -1.4 | -0.65 | 2 | 2.8 | 24 | 10 | 12 | 2
Cc1ccccc1-n1c(Cn2c(=O)sc3ccccc32)nnc1SCC(=O)N1CCOCC1 | 0.6 | 0.4 | 0.68 | 0 | 0.1 | -25 | -5 | 7 | 2
O=C(CCCSc1nc(-c2ccco2)cc(C(F)(F)F)n1)NCc1cccs1 | 0.1 | -1.1 | 1.3 | 4 | 0.1 | . | 27 | 7 | 3
Cc1cc(C)nc(NC2=NCC(=O)N2CCc2c[nH]c3ccccc23)n1 | 1.1 | 0.7 | -0.64 | -4 | -1.9 | . | -11 | 7 | -5
CC(C)N(C)C1CCN(C(=O)Nc2ccc(Cl)cc2)CC1 | 0.9 | 0.9 | 0.065 | -17 | 0.8 | -7 | 1 | 20 | 0
Cc1ccc(C2CC(c3ccc(C)cc3)n3nc(N)nc3N2)cc1 (stereo not drawn) | 1.1 | -0.8 | 0.062 | -2 | -1.3 | -21 | -12 | 6 | 2
Cc1ccc(C)c2[nH]c(=O)c(CN(Cc3ccco3)S(=O)(=O)c3ccc4c(c3)OCCO4)cc12 | 0.8 | -1.0 | -2.3 | 3 | 1.6 | 0 | 17 | 18 | 0
CCn1c(SCc2nc3ccccc3c(=O)[nH]2)nnc1-c1cccnc1 | -0.4 | -1.0 | 0.56 | 5 | -0.6 | -3 | 7 | 15 | 8
O=C(Oc1ccc(-c2cnc3ccccc3n2)cc1)c1ccco1 | 1.6 | -0.9 | -2.2 | 5 | -2.2 | 7 | -6 | 21 | 0
O=C(c1scc2c1CCCC2)N1CCOCC1 | 0.3 | 0.3 | -0.53 | -2 | -0.3 | -11 | -10 | 10 | -6
N#CCc1nc2c3c4c(sc3ncn2n1)CCCC4 | 0.0 | 0.3 | 9.5* | 0 | 0.3 | -21 | . | . | .
Cc1ccc(S(=O)(=O)C(C#N)c2nc3ccccc3nc2OC(C)C)cc1 (stereo not drawn) | 0.7 | 0.5 | 1.7 | 2 | -1.6 | 13 | -7 | -2 | -8
CCOC(=O)N1CCN(C(=O)CCCn2c(=S)[nH]c3ccccc3c2=O)CC1 | 0.2 | -0.1 | 3.1* | 4 | 1.5 | -3 | -21 | -4 | -10
Cc1cc2nn(-c3ccccc3)nc2cc1NC(=O)c1cccs1 | 4.7 | -0.9 | -0.67 | 20 | -2.7 | 41 | 21 | 4 | 6
COCc1[nH]nc2c1C1(C(=O)Nc3ccc(F)cc31)C(C#N)=C(N)O2 (stereo not drawn) | -0.3 | 0.5 | -0.4 | -6 | -0.7 | -20 | -7 | 12 | 0
CC1(C)Cc2c(C#N)c(SCC(=O)c3ccccc3)nc(N3CCCC3)c2CO1 | -0.5 | -3.9 | . | -11 | 0.2 | -20 | . | . | .
O=C(NCc1ccco1)c1c2c(nc3ccccc13)CCC2 | 0.0 | -0.8 | -1.1 | -7 | -3.7 | -9 | 17 | 13 | 3
CCN(CC(=O)Nc1c(C(=O)OC)[nH]c2ccc(Cl)cc12)c1ccc2c(c1)OCO2 | -0.1 | 0.9 | 1.5 | 3 | -0.5 | -1 | 1 | 9 | 0
Cc1cccc(-c2noc(CCCC(=O)Nc3cccnc3)n2)c1 | 0.6 | 0.0 | . | 0 | -3.1 | 7 | -8 | 16 | 6
COc1ccc(-n2c(C)cc(=O)c3c2CC(C)(C)CC3=O)cc1 | -1.3 | -0.7 | -1.2 | 2 | -1.8 | -2 | -8 | 19 | 2
Cn1c(Oc2ccccc2NCc2cc(Br)ccc2O)cc(=O)n(C)c1=O | 0.3 | -0.3 | -0.06 | 1 | -4.3 | -10 | -5 | -7 | 5
COc1ccc(CN2CCN(C(=O)c3cccs3)CC2)c(OC)c1OC | 6.0 | -1.2 | 1.1 | 8 | 1.5 | -13 | -3 | 6 | 0
Oc1ccc(Nc2nc(N3CCCC3)c3ccccc3n2)cc1 | -0.3 | 0.0 | -2.5 | -8 | -0.6 | -61 | -16 | 19 | 0
(listing goes on)
SMILES | 5HT1E ag | S1P3 agonist | D1 mod | HTR1E antagonist | HTR1A agonist | S1P1 ag-PAM | 5HT1a antag | HEK293 NFkB inh | Jurkat tox 60K
CCn1c(=O)n(CC(=O)N2CCN(c3ccccc3F)CC2)c(=O)c2ccccc21 | -0.8 | 0.2 | 0.81 | 1 | -1.1 | -5 | -10 | -13 | -4
COc1ccc(CCNC(=O)CSc2nnc(Cn3c(=O)sc4ccccc43)n2C)cc1OC | -0.2 | -0.7 | -0.082 | 3 | -1.1 | -10 | -2 | 16 | -12
Cc1ccc(C)c(SCC(=O)OCC(=O)Nc2ccc(S(=O)(=O)N3CCOCC3)cc2)c1 | -0.2 | . | -0.086 | 3 | 0.0 | . | 0 | 9 | .
O=C(C1CCN(C2CC(=O)N(c3cccc(Cl)c3)C2=O)CC1)N1CCCC1 (stereo not drawn) | -0.3 | 0.0 | 0.15 | -6 | 2.2 | -9 | -7 | 2 | -4
COc1ccccc1CNC(=O)C1CC(=O)N(c2ccc(C)c(C)c2)C1 (stereo not drawn) | -0.5 | -0.9 | 0.56 | -3 | 1.5 | 5 | -1 | 12 | 5
O=C(Cn1cnc2ccccc2c1=O)N(Cc1ccco1)c1ccc(O)cc1 | -1.1 | -0.5 | -0.077 | -9 | -1.3 | 18 | -12 | 14 | 4
COc1ccc(NC(=O)CN2CCN(c3ccc(F)cc3)CC2)cc1Cl | -0.8 | 0.9 | -0.026 | 8 | -2.1 | 6 | 17 | -12 | -5
C[C@]12C[C@H](O)[C@H]3[C@@H](CCC4=CC(=O)CC[C@@]43C)[C@@H]1CC[C@@H]2C(=O)CO | -1.0 | -0.8 | 0.4 | 12 | 1.6 | 20 | . | . | .
CCN(c1ccccc1)S(=O)(=O)c1ccc(N)cc1 | 0.0 | -0.1 | 0.076 | -2 | -3.0 | -4 | -13 | 1 | -3
COc1ccc(OC)c(-c2nnc(-c3ccc(C)o3)o2)c1 | -1.1 | -0.3 | 0.38 | -5 | -0.5 | -20 | -8 | -8 | -3
N=c1c2c(n(Cc3ccc(F)cc3)c3c1CCC3)CCC2 | 0.8 | 0.9 | 0.23 | -20 | -2.1 | -20 | 2 | 13 | 24
O=C(Nc1ccc2nn(-c3ccccc3)nc2c1)c1ccc2c(c1)OCCO2 | 0.0 | -1.8 | -0.75 | 5 | -1.4 | 31 | -2 | 3 | 3
O=C(O)C1CC=CCC1C(=O)Nc1cccc(Cl)c1Cl (stereo not drawn) | -0.3 | 0.0 | 0.15 | -3 | -0.8 | -10 | -3 | 7 | -6
CC(C)C(NC(=O)c1ccccc1)C(=O)NCc1ccccn1 (stereo not drawn) | 0.1 | -0.8 | -0.29 | 0 | -0.2 | . | -7 | 5 | -6
Oc1ccccc1-c1nc(NCC2CCCO2)c2ccccc2n1 (stereo not drawn) | -0.4 | -1.7 | 1.4 | 0 | 1.4 | 5 | -2 | 5 | 5
COc1ccc(-c2cc(-c3ccccc3)nc(N3CCCC3)n2)cc1OC | 0.4 | -0.8 | -8.7* | -10 | 2.2 | -26 | -3 | 5 | -8
O=C(COc1ccc(S(=O)(=O)NC2CCCCC2)cc1)N1CCN(c2ccc(F)cc2)CC1 | 0.9 | -0.3 | -1.2 | 0 | 0.3 | 29 | -18 | -4 | -1
Cc1cc(Nc2cccc(C)c2C)n2ncnc2n1 | 0.0 | -1.3 | -0.00042 | -11 | -2.7 | -9 | 1 | 12 | 2
O=C(CSc1nnc(Cn2c(=O)sc3ccccc32)n1-c1ccccc1)N1CCCC1 | 0.0 | -0.5 | . | -1 | -3.2 | 10 | 0 | 18 | 5
CSc1nnc2c(n1)OC=Nc1ccccc1-2 | -0.3 | -0.6 | 0.43 | -3 | -0.1 | 0 | 8 | 4 | -2
Cc1cc(N2CCN(c3ccccn3)CC2)n2nc(C)nc2n1 | -0.5 | -0.1 | -0.67 | -4 | -1.8 | -27 | -15 | 4 | -9
COc1ccccc1CNC(=O)CCn1c(=O)[nH]c2ccsc2c1=O | 0.5 | . | 0.23 | -8 | -2.5 | . | 4 | 8 | .
Cc1ccc(S(=O)(=O)N2CCC(C(=O)N3CCC[C@H]3C(=O)NCc3ccco3)CC2)cc1 | -0.4 | -1.4 | 0.77 | -1 | -2.6 | 8 | 14 | 10 | 3
Cc1ccc2c(CSc3nncs3)cc(=O)oc2c1 | -0.8 | 0.7 | 2.7 | 0 | -1.0 | 4 | 3 | 4 | -3
O=C(OCCCN1C(=O)c2ccccc2C1=O)c1ccco1 | -0.2 | -0.1 | -1.6 | -1 | -1.5 | 14 | -6 | 19 | -5
The results go on:
SMILES | 5HT1E ag | S1P3 agonist | D1 mod | HTR1E antagonist | HTR1A agonist | S1P1 ag-PAM | 5HT1a antag | HEK293 NFkB inh | Jurkat tox 60K
Cc1ccc(CNC(=O)c2cc3c(=O)n4ccccc4nc3n(Cc3ccco3)c2=N)cc1 | 1.3 | 4.1 | . | 5 | 3.5 | -61 | . | . | .
COc1ccc(CC(NC(C)=O)C(=O)NC2CCN(c3nnnn3-c3ccccc3)CC2)cc1 (stereo not drawn) | -1.1 | -0.4 | . | -4 | -3.0 | -26 | 2 | 13 | -9
COCCN1C(=O)c2ccc(C(=O)NCc3cccnc3)cc2C1=O | 0.2 | -0.1 | 0.86 | 1 | -0.5 | -13 | -7 | -1 | -4
O/N=C1\CC2(Cc3nonc31)OCCO2 | 0.4 | 0.6 | -0.89 | -8 | -1.9 | 10 | 4 | -5 | 0
COc1ccc2c(c1)c1c3n2CCN(C)C3=NCC1 | -0.4 | -1.1 | -1.6 | -8 | -3.1 | -20 | 16 | 11 | -1
CCc1ncc(C(O)c2cccc3ccccc23)n1C (stereo not drawn) | 0.5 | -1.1 | . | -7 | -1.0 | 4 | 12 | 17 | 0
COc1cc(NC(=O)CN2CCN(S(=O)(=O)c3ccc(C(C)C)cc3)CC2)cc(OC)c1 | 1.2 | -0.7 | -0.57 | 4 | 0.4 | -1 | -8 | -11 | 1

Entries of single compounds, looked up by structure. Values in the order: 5HT1E ag | S1P3 agonist | D1 mod | HTR1E antagonist | HTR1A agonist | S1P1 ag-PAM | 5HT1a antag | HEK293 NFkB inh | Jurkat tox 60K
`O/N=C1\CC2(Cc3nonc31)OCCO2` is entered as 0.4 | 0.6 | -0.89 | -8 | -1.9 | 10 | 4 | -5 | 0
`COc1ccc(CC(NC(C)=O)C(=O)NC2CCN(c3nnnn3-c3ccccc3)CC2)cc1` (stereo not drawn) is entered as -1.1 | -0.4 | . | -4 | -3.0 | -26 | 2 | 13 | -9

Assay outcomes deposited in PubChem BioAssay by several laboratories.
